Yeast eIF2B – GCN4-lacZ reporter reduction in eIF2B-epsilon mutant yeast, primary screen, S. cerevisiae, eIF2B-epsilon R284H, Beta-Glo luminescence | inhibition, % at 25 µM (by protocol) | actives 0.91% (n = 27,000) | AID 688, 2007;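 active = mutant luminescence inhibited past about 50% while wild type luminescence and mutant growth stay under set limits, limit read from the data; inconclusive = mutant versus wild type luminescence inhibition gap past a set limit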; also: some compounds called inactive have numbers as strong as hits
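Times: 16 h growth with compound at 30 °C, 90 min Beta-Glo step; Assay system: yeast eIF2B-epsilon R284H mutant carrying GCN4–beta-galactosidase fusion; Measure: % inhibition of reporter signal and growth versus controls; Dosing: one concentration, 25 µM, 0.25% DMSO; Buffer or medium: YPD yeast growth medium; Measured by: Beta-Glo luminescence plus absorbance at 595 nm.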
Yeast tox – yeast growth toxicity, wild-type and mutant, primary screen, cytotoxicity control for eIF2B function restoration project, wild-type and eIF2Bepsilon R284H mutant, A595 | S. cerevisiae wild-type growth, A595 turbidity, 16 h | growth inhibition, % at 25 µM (by protocol) | actives 0.3% (n = 30,000);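 active = mutant and wild-type yeast strains alike exhibit over 30% growth inhibition; inconclusive = a strain exceeds 50% while the second remains under 30%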;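 also: 0% = untreated cell controls and 100% = YPD media blanks without cells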
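Test system: Wild-type and eIF2Bepsilon-R284H mutant S. cerevisiae, screened separately | Dosing: Single 25 µM compound dose in 0.2% DMSO | Schedule: 16 h compound exposure during growth at 30 °C | Detection: A595 turbidity | Evaluation: Growth inhibition (%) versus cell controls and blanks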
Yeast tox inhibition % – further read-out of Yeast tox, marked with its call; growth inhibition, %; S. cerevisiae eIF2Bepsilon-R284H mutant growth, A595 turbidity, 16 h;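 each compound tested once at 25 µM; 0% equals untreated cells and 100% equals cell-free medium blanks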
Yeast eIF2B mutant toxicity – further read-out of Yeast eIF2B, marked with its call; growth inhibition, %; measured here: mutant yeast growth, toxicity;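 each compound tested once at 25 µM; zero equals untreated control growth and 100 equals blank medium absorbance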
Numbers without * were called inactive; ? = inconclusive; / = not tested or not shown. Not all compounds are listed; count on the stated rates, not on these rows.

SMILES	Yeast eIF2B	Yeast eIF2B mutant toxicity	Yeast tox	Yeast tox inhibition %
CC1CCN(CCOc2cc(Cl)ccc2Cl)CC1	-5	28	5	28
COc1c2occc2c(OC)c2c(=O)cc(C(F)(F)C(F)(F)F)oc12	14	20	9	20
COc1ccc(CC(=O)NCc2ccccc2Cl)cc1S(=O)(=O)N1CCOCC1	20	-9	7	-9
Cc1nnc2sc(-c3ccc(NC(=O)c4ccc(-c5ccc(Br)cc5)o4)cc3)nn12	23	-6	16	-6
CC(C(=O)N1CCC(C(N)=O)CC1)N(c1ccc(Oc2ccccc2)cc1)S(C)(=O)=O (centres undefined)	12	14	-5	14
Cc1ccc(Cl)cc1NC(=O)c1ocnc1C	4	-4	32	-4
CC1(C)NC(=O)N(CCOCCOc2c(Cl)cc(Cl)cc2Cl)C1=O	18	19	8	19
O=C1CCC(=O)N1CNc1ccccn1	29	-8	7	-8
Cc1occc1C(=O)Nc1ccc2c(c1)OCCO2	52	3	20	3
CCc1nc(N)c(C#N)c(-c2cccc3ccccc23)c1C	-57	27	20	27
CC(CN1CCN(C)CC1)OC(=O)c1ccccc1 (centres undefined)	19	-18	16	-18
CCOc1cccc(C(=O)Nc2nnc(-c3cccs3)s2)c1	/	/	12	-8
O=C(CSc1nc(N2CCCCC2)nc(N2CCCCC2)n1)Nc1nccs1	25	-6	-4	-6
COc1cc(Cl)cc(C2NC(=O)NC(C)=C2C(=O)NCc2ccccc2)c1O (centres undefined)	29	12	6	12
COc1cccc(C(=O)N2CCN(Cc3ccco3)CC2)c1OC	17	-14	3	-14
Cc1csc(SC(C)C(=O)Nc2ccc(Cl)cn2)n1 (centres undefined)	0	2	8	2
CN1CCN(Cc2cc(=O)oc3ccc(Cl)cc23)CC1	9	12	16	12
COC(=O)C(Cc1ccc(O)cc1)NC(=O)C(C)Oc1ccccc1 (centres undefined)	-36	-5	12	-5
CCCCNC(=O)CSc1cc(=O)n(C)c2ccccc12	19	-23	4	-23
CCOC(=O)C1CCN(C(=O)c2cn(-c3ccccc3)nc2-c2cccnc2)CC1	-33	-3	-13	-3
CCN(CC)CCNC(=O)Cn1nc(Cc2ccccc2)c2ccccc2c1=O	22	4	?	/
CCN(CC)c1ncnc2c1cnn2C	22	/	22	0
Cc1cccc(-c2c3c(=O)n(C)c(=O)n(C)c3cn2C2CCCCC2)c1	-5	-14	-6	-14
CN(CCO)c1nc(N)c2c(N)nc3c(c2c1C#N)CC(=O)N3C1CCCC1	29	-33	2	-33
CCOC(=O)c1cc(=O)n(Cc2ccccc2C)c2ccccc12	21	19	-8	19

Following part
SMILES	Yeast eIF2B	Yeast eIF2B mutant toxicity	Yeast tox	Yeast tox inhibition %
Cc1c(N2C(=O)c3ccc(Br)cc3C2=O)c(=O)n(-c2ccccc2)n1C	-50	5	-18	5
CC(C)(C)c1[nH]nc2c1C(c1ccoc1)C(C#N)=C(N)O2 (centres undefined)	-21	-2	18	-2
Cc1ccccc1-c1nc(CS(=O)CC(=O)NCCN2CCN(Cc3ccccc3)CC2)c(C)o1 (centres undefined)	26	5	5	5
CCn1c(CSc2nc(C)cc(C)n2)nnc1SCC(=O)Nc1cccc2ccccc12	19	5	20	5
Cc1cccc2nc(CSCc3ccco3)cn12	23	5	4	5
COc1ccc(OC)c(NC(=O)CNC(=O)Cn2cnc3ccccc3c2=O)c1	65*	/	-4	4
COCCn1c(-c2ccc(Cl)cc2)cnc1SCC(=O)NCc1cccs1	3	-25	33	-25
CC(=O)N(CN1C(=O)c2ccccc2C1=O)c1ccccc1	12	-3	-3	-3
N#CCCn1nc(-c2ccccc2)cc1-n1c(C(F)(F)F)nc2ccccc21	2	/	12	0
C=CCn1c(Cc2cccs2)nnc1SC/C=C/c1ccccc1	13	-17	-28	-17
CC(C)C(=O)N1CCN(C2=NS(=O)(=O)c3ccccc32)CC1	53*	/	-9	8
CC(=O)C1=C(O)C(=O)N(CCN(C)C)C1c1ccc(Cl)cc1 (centres undefined)	34	4	-10	4
CCOC(=O)c1ccccc1N/C=C1\CCCCC1=O	-1	10	6	10
CCCNC(=O)C(=O)Nc1ccc(N(C)C)cc1	40	9	14	9
O=C(c1ccco1)N(CC1CCCO1)c1nc(-c2ccccc2)cs1 (centres undefined)	22	16	-13	16
Cc1nc2sc3c(c2c(=O)o1)CCCC3	13	3	18	3
Cc1ccc(S(=O)(=O)Oc2ccc(/C=N/NC(=O)c3c(Cl)cnn3C)cc2)cc1	31	/	11	0
CCOc1ccc(C(=O)Nc2ccc(S(=O)(=O)N3CCOCC3)cc2)cc1OCC	12	-10	2	-10
CCC(Sc1nc2ccc(N)cc2s1)C(=O)Nc1nccs1 (centres undefined)	/	/	-3	10
CCOc1ccc(C)cc1S(=O)(=O)Nc1ccc(Cl)cn1	/	/	1	8
CCOC(=O)c1cc(C)n(Cc2ccc(OCC)c(OC)c2)c1C	/	/	13	8
CCCNC(=O)Cn1cnc2sc(C(=O)Nc3cc(OC)c(OC)c(OC)c3)c(C)c2c1=O	/	/	-5	8
O=C(c1cccs1)N1CCn2c1nc1ccccc12	33	/	-6	0
COc1cc(OC)c(-c2nc3cnccc3n2C)cc1OC	-8	35	12	35
Cc1cc(-c2nn3c(-c4ccccc4)nnc3s2)c2ccccc2n1	13	/	-5	0

Next part.
SMILES	Yeast eIF2B	Yeast eIF2B mutant toxicity	Yeast tox	Yeast tox inhibition %
CCCN1C2=C(C(=O)CC(C)(C)C2)C(c2ccc(F)cc2)C2=C1c1ccccc1C2=O (centres undefined)	7	8	-6	8
COC(=O)c1cc2nc(-c3ccc(OC)cc3)cc(C(F)(F)F)n2n1	-11	-37	-17	-37
Cc1ccc(C2NC(=O)Cc3ccccc32)cc1 (centres undefined)	16	16	6	16
COC(=O)c1cc(OC)c(OC)cc1NC(=O)CN1C(=O)c2ccccc2C1=O	11	/	1	0
Cc1ccc(C)c(OCC(=O)O/N=C(\N)c2ccccn2)c1	4	-5	-12	-5
O=C1CC(c2nc3ccccc3[nH]2)CN1c1ccccc1 (centres undefined)	-27	/	/	/
CCOc1ccc(C(=O)NCCCn2ccnc2)cc1	15	-15	24	-15
CC1=NN(C(=O)Cc2ccc([N+](=O)[O-])cc2)C(O)(c2ccccc2)C1 (centres undefined)	/	/	12	11
COC(=O)c1ccccc1NC(=O)C1CCCC1	38	3	0	3
COC(=O)c1cccc(Cn2nnc3ccccc3c2=O)c1	19	14	3	14
COc1ccc(Br)cc1/C(C)=N/NC1=NCCN1	/	/	0	-13
Cc1ccc(-n2nc3c(c2NC(=O)c2c(-c4ccccc4Cl)noc2C)CSC3)cc1	-1	10	-12	10
O=C(CN1C(=O)NC2(CCCC2)C1=O)NCCC1=CCCCC1	1	5	20	5
C=CCn1c(SCCOc2ccc(OC)cc2)nnc1C(CO)NC(=O)c1ccc(OC)cc1 (centres undefined)	/	/	-4	-15
COc1cccc(NC(=O)C2CCCN(S(=O)(=O)c3ccc(-n4cnnn4)cc3)C2)c1 (centres undefined)	-16	-11	24	-11
Cc1cccc2nc(CNc3ccc(F)cc3)cn12	-11	4	14	4
COC(=O)C(CC(C)C)NC(=O)c1cc(OC)c(OC)c(OC)c1 (centres undefined)	19	-10	1	-10
O=C(Nc1ccccc1)N1CCN(c2ccc(C(F)(F)F)cn2)CC1	/	/	7	0
Cn1c(=O)c2ncn(CC(=O)Nc3cc(C(F)(F)F)ccc3N3CCOCC3)c2n(C)c1=O	13	-5	16	-5
O=C(O)CS(=O)(=O)CC(=O)O	4	-4	7	-4
Cc1ccc(S(=O)(=O)CCc2nc3ccccc3s2)cc1C	16	5	20	5
CCOC(=O)Cc1csc(NC(=O)CSc2nnnn2-c2ccc(F)cc2)n1	/	/	-20	-39
COC(=O)c1cccc(N(C(=O)c2ccco2)C(C(=O)NC2CCCC2)c2ccco2)c1 (centres undefined)	-18	/	/	/
O=c1cc(-c2ccc(Cl)cc2)[nH][nH]1	22	/	12	0
NC(=O)CCn1c(=O)oc2ccccc21	19	-4	-9	-4

Sorted by molecular weight (smallest number first): part of the list above
SMILES	Yeast eIF2B	Yeast eIF2B mutant toxicity	Yeast tox	Yeast tox inhibition %
O=C(O)CS(=O)(=O)CC(=O)O	4	-4	7	-4
O=c1cc(-c2ccc(Cl)cc2)[nH][nH]1	22	/	12	0
O=C1CC(c2nc3ccccc3[nH]2)CN1c1ccccc1 (centres undefined)	-27	/	/	/
CC(C)(C)c1[nH]nc2c1C(c1ccoc1)C(C#N)=C(N)O2 (centres undefined)	-21	-2	18	-2
Cc1csc(SC(C)C(=O)Nc2ccc(Cl)cn2)n1 (centres undefined)	0	2	8	2
CC(=O)C1=C(O)C(=O)N(CCN(C)C)C1c1ccc(Cl)cc1 (centres undefined)	34	4	-10	4
CC1=NN(C(=O)Cc2ccc([N+](=O)[O-])cc2)C(O)(c2ccccc2)C1 (centres undefined)	/	/	12	11
CCC(Sc1nc2ccc(N)cc2s1)C(=O)Nc1nccs1 (centres undefined)	/	/	-3	10
Cc1cccc(-c2c3c(=O)n(C)c(=O)n(C)c3cn2C2CCCCC2)c1	-5	-14	-6	-14
COc1c2occc2c(OC)c2c(=O)cc(C(F)(F)C(F)(F)F)oc12	14	20	9	20
CC1(C)NC(=O)N(CCOCCOc2c(Cl)cc(Cl)cc2Cl)C1=O	18	19	8	19
COC(=O)c1cc(OC)c(OC)cc1NC(=O)CN1C(=O)c2ccccc2C1=O	11	/	1	0
CCOC(=O)C1CCN(C(=O)c2cn(-c3ccccc3)nc2-c2cccnc2)CC1	-33	-3	-13	-3
Cc1c(N2C(=O)c3ccc(Br)cc3C2=O)c(=O)n(-c2ccccc2)n1C	-50	5	-18	5
COCCn1c(-c2ccc(Cl)cc2)cnc1SCC(=O)NCc1cccs1	3	-25	33	-25
Cc1ccc(S(=O)(=O)Oc2ccc(/C=N/NC(=O)c3c(Cl)cnn3C)cc2)cc1	31	/	11	0
COc1cccc(NC(=O)C2CCCN(S(=O)(=O)c3ccc(-n4cnnn4)cc3)C2)c1 (centres undefined)	-16	-11	24	-11
CC(C(=O)N1CCC(C(N)=O)CC1)N(c1ccc(Oc2ccccc2)cc1)S(C)(=O)=O (centres undefined)	12	14	-5	14
CCn1c(CSc2nc(C)cc(C)n2)nnc1SCC(=O)Nc1cccc2ccccc12	19	5	20	5
Cc1ccccc1-c1nc(CS(=O)CC(=O)NCCN2CCN(Cc3ccccc3)CC2)c(C)o1 (centres undefined)	26	5	5	5

Continued:
SMILES	Yeast eIF2B	Yeast eIF2B mutant toxicity	Yeast tox	Yeast tox inhibition %
O=C(O)CCC(=O)OCC1CCCCC1	0	14	10	14
Cn1cc(/C=N/n2cnc3scc(-c4ccccc4)c3c2=O)c2ccccc21	32	5	2	5
CS(=O)(=O)N(CCc1ccccc1)CC(=O)N1CCN(Cc2ccccc2)CC1	32	12	8	12
CN(c1ccccc1)c1nc(-n2ccnc2)nc(-n2ccnc2)n1	28	10	-2	10
CCCc1nnc(SCC(=O)N2CCCC(C)C2)n1CC1CCCO1 (centres undefined)	25	-9	-7	-9
CN1CCCCCC1=NC1=C(C#N)CCCC1	21	-18	-2	-18
COc1ccc(-c2cnc(N)nc2-c2ccc(OC)cc2O)cc1	-4	-14	13	-14
CCCCCCn1c(CN2CCC(C)CC2)nc2c1c(=O)n(C)c(=O)n2C	11	10	28	10
Cc1ccc2c(c1)CCCN2C(=O)c1cccs1	/	/	6	11
CN(c1ccc(C(=O)N2CCc3ccccc3C2)cc1)S(C)(=O)=O	13	-9	18	-9
CCCc1nnc(NC(=O)CC(=O)OCC)s1	20	4	9	4
Cc1cc2oc(=O)c3c(c2cc1OC(=O)c1ccco1)CCCC3	-2	-32	-8	-32
CCNC(=O)CCCOc1ccc(Cl)cc1Cl	23	-27	8	-27
COc1cc(C(=O)NCc2ccc(C)cc2)ccc1OCc1c(C)noc1C	-3	5	-3	5
COc1ccc(CNc2ccc(-c3ccc(OC)cc3)nn2)cc1	0	/	-7	0
CCn1c(SCC(=O)Nc2cc(F)ccc2C)nnc1-c1ccccc1O	-21	/	9	0
CCOc1cc(/C=N/NC(=O)Cn2nc([N+](=O)[O-])cc2C)ccc1OCc1ccc(F)cc1	-15	-10	-20	-10
Cc1cc(C)cc(-n2c(SCC(=O)NCc3ccco3)nc3ccccc3c2=O)c1	/	/	-25	-7
CN(C)S(=O)(=O)c1ccc2c(c1)C(CC(=O)O)NC2=O (centres undefined)	0	-4	25	-4
Cc1ccc2[nH]c(=O)c(CN(CCCN3CCOCC3)C(=O)Nc3cccc(Cl)c3)cc2c1	22	7	0	7
COc1ccc(C2CC(c3ccc(OC)cc3)n3nc(NC(=O)c4cccs4)nc3N2)cc1 (centres undefined)	30	-9	-11	-9

Assay outcomes deposited in PubChem by PCMD.
